ABHD5-PLIN5 inh: inhibitors of human ABHD5-perilipin-5 interaction; inhibition, % at 4 µM; 360,000 compounds, 0.78% hits; Split G. princeps luciferase complementation, luminescence, 4 h;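 active = inhibition above the mean inhibition across every tested compound plus 3 SD, cut at about 22% in these data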;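 note: 0% = DMSO only wells and the 100% control is not disclosed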
MC4R barr agon: activates human MC4R beta-arrestin recruitment | U2OS MC4R beta-arrestin complementation, luminescence; percent of melanotan II response, DMSO zero | activation, % at 8.9 µM | 360,000 compounds, 0.98% hits | AID 540308;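 active = activation above a per-plate cutoff, the mean activation of sample wells on that plate plus 3 SD, cut at about 8% in these data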
LRH-1 inv ag: inverse agonists of human LRH-1 (NR5A2); HEK293T StAR-luciferase reporter, LRH-1 transfected, 24 h; inhibition, % at 3.6 µM; 360,000 compounds, 0.13% hits; AID 602396;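 active = inhibition above the mean inhibition of all tested compounds plus 3 SD, cut at about 73% in these data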;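 note: 0% = DMSO wells and 100% = reporter-only cells lacking LRH-1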
LMP1 NFkB inh: inhibitors of Epstein-Barr LMP1-induced NF-kappaB reporter | LMP1-induced NF-kappaB luciferase reporter cells, luminescence | inhibition, % at 12.5 µM | 350,000 compounds, 0.69% hits | AID 504558; in the data active = inhibition above about 41%;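 note: 0% = neutral control wells and 100% = reference inhibitor control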
NR2F2 inh: NR2F2 (human) inhibition, primary screen | P24468 | HEK293T NGFI-A luciferase reporter, luminescence | inhibition, % at 8.6 µM | 370,000 compounds, 0.7% hits;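 active = inhibition above a per-plate cutoff, mean inhibition of test wells between control levels plus 3 SD, cut at about 38% in these data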;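 note: cells cotransfected with COUP-TFII expression vector driving the NGFI-A reporter; 0% = median of COUP-TF2 test wells and 100% = reporter-only cells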
MC4R antagonist: blocks human MC4R cAMP signaling | P32245 | MC4R-expressing cells, MTII-stimulated cAMP, LANCE TR-FRET | inhibition, % at 6.5 µM | 360,000 compounds, 0.48% hits | AID 540295;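 active = inhibition above its plate's cutoff, the mean of tested wells on that plate plus 3 SD, cut at about 29% in these data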;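 note: 0% = Melanotan II alone and 100% = Melanotan II plus saturating MCL0020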
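Test system: U2OS cells stably expressing human melanocortin 4 receptor (MC4R); also added: Melanotan II challenge; compound: 6.5 µM single dose; timing: 30-min compound preincubation, 1-h Melanotan II challenge, 1-h detection, room temperature; signal: Eu-cAMP/anti-cAMP TR-FRET, emission 671 nm; repeats: one well per compound, no replicates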
NCOA1 inh: human NCOA1 inhibition; Q15788; HEK293 GAL4-SRC1 luciferase reporter, luminescence; inhibition, % at 3.6 µM; 360,000 compounds, 0.12% hits; AID 588354;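 active = inhibition above the campaign mean plus 3 SD, with each screening campaign given its own cutoff, cut at about 60% in these data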;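 note: 0% = DMSO treated cells and 100% = gossypol at 36 µM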
Target sequence (Q15788 whole entry, looked up, the tested form may be a part): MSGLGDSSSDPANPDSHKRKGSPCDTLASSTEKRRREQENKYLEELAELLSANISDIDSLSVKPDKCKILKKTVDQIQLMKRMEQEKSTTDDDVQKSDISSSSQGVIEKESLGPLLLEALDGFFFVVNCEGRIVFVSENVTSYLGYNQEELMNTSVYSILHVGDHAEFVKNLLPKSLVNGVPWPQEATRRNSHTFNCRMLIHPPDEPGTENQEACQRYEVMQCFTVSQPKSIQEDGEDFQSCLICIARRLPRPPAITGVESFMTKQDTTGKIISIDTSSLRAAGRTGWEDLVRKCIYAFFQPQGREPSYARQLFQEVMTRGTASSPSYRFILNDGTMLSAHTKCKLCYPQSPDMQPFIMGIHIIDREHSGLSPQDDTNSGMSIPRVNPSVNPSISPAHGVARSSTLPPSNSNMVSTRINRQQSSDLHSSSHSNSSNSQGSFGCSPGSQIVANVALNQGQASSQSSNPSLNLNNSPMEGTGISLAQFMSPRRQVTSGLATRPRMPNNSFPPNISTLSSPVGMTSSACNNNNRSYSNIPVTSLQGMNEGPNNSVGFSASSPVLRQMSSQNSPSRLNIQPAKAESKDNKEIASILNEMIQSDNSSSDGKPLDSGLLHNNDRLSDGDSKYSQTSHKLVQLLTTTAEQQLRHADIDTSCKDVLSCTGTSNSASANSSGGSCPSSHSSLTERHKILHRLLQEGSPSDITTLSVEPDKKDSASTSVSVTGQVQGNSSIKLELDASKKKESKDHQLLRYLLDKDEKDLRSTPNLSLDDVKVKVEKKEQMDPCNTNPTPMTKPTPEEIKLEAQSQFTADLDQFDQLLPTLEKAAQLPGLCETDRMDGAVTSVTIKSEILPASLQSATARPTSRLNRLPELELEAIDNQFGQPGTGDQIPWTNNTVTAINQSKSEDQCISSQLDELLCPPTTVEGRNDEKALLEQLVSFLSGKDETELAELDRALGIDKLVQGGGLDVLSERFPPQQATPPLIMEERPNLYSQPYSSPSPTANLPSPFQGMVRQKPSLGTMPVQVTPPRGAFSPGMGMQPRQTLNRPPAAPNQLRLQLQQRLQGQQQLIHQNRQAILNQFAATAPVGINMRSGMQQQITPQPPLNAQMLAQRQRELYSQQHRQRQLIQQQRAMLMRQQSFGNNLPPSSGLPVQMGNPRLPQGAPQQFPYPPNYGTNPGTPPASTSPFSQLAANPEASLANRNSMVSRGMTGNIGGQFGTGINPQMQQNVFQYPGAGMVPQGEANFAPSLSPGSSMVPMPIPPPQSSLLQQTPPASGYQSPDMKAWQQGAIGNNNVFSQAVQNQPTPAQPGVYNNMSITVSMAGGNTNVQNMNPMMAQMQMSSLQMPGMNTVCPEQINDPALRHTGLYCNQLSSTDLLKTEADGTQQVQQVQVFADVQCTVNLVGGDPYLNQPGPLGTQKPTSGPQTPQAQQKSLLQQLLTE
NCOA3 inh: human NCOA3 inhibition; HEK293 GAL4-SRC3 luciferase reporter, luminescence; inhibition, % at 3.6 µM; 360,000 compounds, 0.17% hits;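 active = inhibition above a per-campaign cutoff, the mean of all compounds plus 3 SD, cut at about 60% in these data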;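 note: 0% = DMSO-treated cells and 100% = gossypol-treated cells at 36 µM; higher means less SRC3-driven luciferase light from the GAL4 reporter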
TLR9-MyD88 block: blocks human TLR9 binding to MyD88 | 340,000 compounds, 0.21% hits | AID 504734 | CHO BLA complementation TLR9-MyD88, CCF4 FRET ratio | Q9NR96+Q99836 | inhibition, % at 4.98 µM;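 active = inhibition above the mean over all tested compounds plus 3 SD, cut at about 21% in these data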;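 note: 0% = DMSO only wells and 100% = clavulanate BLA inhibitor control wells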
SRC2 inh: inhibits human steroid receptor coactivator 2; HEK293 GAL4-SRC2 luciferase reporter, luminescence; 370,000 compounds, 0.17% hits; inhibition, % at 9 µM; AID 651957; Q15596;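 active = inhibition above the mean inhibition of all tested compounds plus 3 SD, set per campaign, cut at about 52% in these data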;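 note: 0% = DMSO treated cells and 100% = cells given Gossypol at 36 µM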
NOD2-RIPK2 inh: NOD2-RIPK2 protein interaction inhibition | O43353 | inhibition, % at 4.98 µM | 360,000 compounds, 0.38% hits | CHO BLA complementation NOD2-RIPK2, CCF4 ratio; in the data active = inhibition above about 21%;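 note: 0% = vehicle only and 100% = reference blocker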
* marks the source's active call; other numbers are inactive results. These rows are one share of the data. The share of hits here may be higher or lower than overall.

Screening CCOC(=O)c1ccc(S(=O)(=O)NC2CCC(C)CC2)cc1 (stereo not given) returned ABHD5-PLIN5 inh -8, MC4R barr agon 11*, LRH-1 inv ag 1, LMP1 NFkB inh 7, NR2F2 inh 23, MC4R antagonist 1, NCOA1 inh 3, NCOA3 inh -12, TLR9-MyD88 block -10, SRC2 inh 1 and NOD2-RIPK2 inh -13.
Screening Nc1nc2c(Cl)ccc(Cl)c2s1 returned ABHD5-PLIN5 inh 4, MC4R barr agon -0.1, LRH-1 inv ag 29, LMP1 NFkB inh 10, NR2F2 inh -8, MC4R antagonist 6, NCOA1 inh 12, NCOA3 inh 16, TLR9-MyD88 block 4, SRC2 inh -23 and NOD2-RIPK2 inh -1.
`COc1ccc(Cc2nnc(NC(=O)c3cccs3)s2)cc1OC` gave ABHD5-PLIN5 inh 0, MC4R barr agon -1.5, LRH-1 inv ag 3, LMP1 NFkB inh 2, NR2F2 inh 9, MC4R antagonist 12, NCOA1 inh -14, NCOA3 inh -5, TLR9-MyD88 block 0, SRC2 inh -2 and NOD2-RIPK2 inh -1.
For CC(C)OC(=O)CCC(=O)Nc1nc2ccccc2s1 the results were ABHD5-PLIN5 inh 1, MC4R barr agon -0.3, LRH-1 inv ag -47, LMP1 NFkB inh -9, NR2F2 inh -7, MC4R antagonist -1, NCOA1 inh -26, NCOA3 inh -18, TLR9-MyD88 block -3, SRC2 inh -37 and NOD2-RIPK2 inh 13.
`Cc1ccc(C(=O)CCC(=O)Nc2ccc(C)cn2)cc1` gave ABHD5-PLIN5 inh 7, MC4R barr agon -0.3, LRH-1 inv ag -2, LMP1 NFkB inh 3, NR2F2 inh -1, MC4R antagonist 11, NCOA1 inh -10, NCOA3 inh -16, TLR9-MyD88 block 0, SRC2 inh 9 and NOD2-RIPK2 inh -5.
`Cc1ccc(NC(=O)NCC(c2cccnc2)N2CCOCC2)cc1` (stereo not given) gave ABHD5-PLIN5 inh -2, MC4R barr agon -2.5, LRH-1 inv ag 2, LMP1 NFkB inh 4, NR2F2 inh -20, MC4R antagonist -1, NCOA1 inh -43, NCOA3 inh 3, TLR9-MyD88 block 0, SRC2 inh -9 and NOD2-RIPK2 inh -1.
`Cc1ccc(COC(=O)c2cc([N+](=O)[O-])ccc2N2CCOCC2)cc1` gave ABHD5-PLIN5 inh 0, MC4R barr agon -4.8, LRH-1 inv ag 37, LMP1 NFkB inh 8, NR2F2 inh -49, MC4R antagonist -23, NCOA1 inh -9, NCOA3 inh 6, TLR9-MyD88 block 3, SRC2 inh 25 and NOD2-RIPK2 inh 14.
Screening CC12CCC3c4ccc(O)cc4CCC3C1CC(O)C2O (stereo not given) returned ABHD5-PLIN5 inh 13, MC4R barr agon 0.9, LRH-1 inv ag -8, LMP1 NFkB inh -13, NR2F2 inh -4, MC4R antagonist -4, NCOA1 inh 19, NCOA3 inh 10, TLR9-MyD88 block -13, SRC2 inh -10 and NOD2-RIPK2 inh -15.
Screening Cc1nn(-c2ccc3ccccc3c2)c(=O)c2ccccc12 returned ABHD5-PLIN5 inh 15, MC4R barr agon 1.4, LRH-1 inv ag -109, LMP1 NFkB inh -40, NR2F2 inh -40, MC4R antagonist -6, NCOA1 inh -104, NCOA3 inh -75, TLR9-MyD88 block 0, SRC2 inh -70 and NOD2-RIPK2 inh -3.
Clc1cccc(Cl)c1CSc1cc2c(nn1)-c1ccccc1CC2 was read as ABHD5-PLIN5 inh 3, MC4R barr agon -1.5, LRH-1 inv ag -10, LMP1 NFkB inh -5, NR2F2 inh 3, MC4R antagonist 1, NCOA1 inh -4, NCOA3 inh -4, TLR9-MyD88 block 13, SRC2 inh 15 and NOD2-RIPK2 inh 2.
CC(C)CNC(=O)NC(=O)COc1ccc(C=O)cc1 was read as ABHD5-PLIN5 inh -4, MC4R barr agon -1.2, LRH-1 inv ag 11, LMP1 NFkB inh 2, NR2F2 inh -12, MC4R antagonist 1, NCOA1 inh -4, NCOA3 inh -2, TLR9-MyD88 block 3, SRC2 inh -9 and NOD2-RIPK2 inh -1.
`COc1ccc(-c2nc(NC(=O)CSCCO)sc2C)cc1` gave ABHD5-PLIN5 inh 0, MC4R barr agon -2.4, LRH-1 inv ag -6, LMP1 NFkB inh 7, NR2F2 inh -13, MC4R antagonist 13, NCOA1 inh 5, NCOA3 inh -6, TLR9-MyD88 block -10, SRC2 inh 10 and NOD2-RIPK2 inh -5.
Screening NC(=O)c1ccc(OCC(F)(F)F)nc1 returned ABHD5-PLIN5 inh 1, MC4R barr agon -0.6, LRH-1 inv ag 1, LMP1 NFkB inh -5, NR2F2 inh 6, MC4R antagonist 7, NCOA1 inh -19, NCOA3 inh 12, TLR9-MyD88 block -6, SRC2 inh 21 and NOD2-RIPK2 inh -11.
`O=C(Nc1ccccc1)Nc1snnc1C(=O)Nc1cccc(O)c1` gave ABHD5-PLIN5 inh -1, MC4R barr agon -1.3, LRH-1 inv ag -7, LMP1 NFkB inh 0, NR2F2 inh -23, MC4R antagonist -3, NCOA1 inh -6, NCOA3 inh -23, TLR9-MyD88 block 2, SRC2 inh -22 and NOD2-RIPK2 inh -9.
Screening COc1ccc(CCNC(=O)CSc2nc3ccsc3c(=O)n2CC2CCC(C(=O)O)CC2)cc1OC (stereo not given) returned ABHD5-PLIN5 inh -5, MC4R barr agon -1.6, LRH-1 inv ag 26, LMP1 NFkB inh 0, NR2F2 inh -10, MC4R antagonist 22, NCOA1 inh 7, NCOA3 inh 12, TLR9-MyD88 block -3, SRC2 inh 2 and NOD2-RIPK2 inh -2.
`O=C1NC[C@H](CCCCN2C[C@H](Cc3ccc(O)cc3)N(Cc3ccccc3)C(=O)C2=O)N(CCc2ccccc2)C1=O` gave ABHD5-PLIN5 inh -9, LRH-1 inv ag -6, NR2F2 inh 3, SRC2 inh 3 and NOD2-RIPK2 inh 0.
Cc1ccc(C(O)c2ncc(-c3ccc(Cl)cc3)[nH]2)cc1 (stereo not given) was read as ABHD5-PLIN5 inh -13, MC4R barr agon 1.1, LRH-1 inv ag -54, NR2F2 inh -3, MC4R antagonist 17, NCOA1 inh -19, NCOA3 inh -13, SRC2 inh 1 and NOD2-RIPK2 inh 8.
`Cc1ccc(NC(=O)c2ccc(NS(=O)(=O)c3cccc4cccnc34)cc2)cc1` gave ABHD5-PLIN5 inh 0, MC4R barr agon -1.5, LRH-1 inv ag -12, LMP1 NFkB inh 0, MC4R antagonist 7, NCOA1 inh 15, NCOA3 inh 6, TLR9-MyD88 block 5 and NOD2-RIPK2 inh -4.
Screening CCOC(=O)CN1C(=O)SC(CC(=O)Nc2nccs2)C1=O (stereo not given) returned ABHD5-PLIN5 inh -3, MC4R barr agon 1.2, LRH-1 inv ag 14, LMP1 NFkB inh -5, NR2F2 inh 6, MC4R antagonist 14, NCOA1 inh -8, NCOA3 inh 18, TLR9-MyD88 block -10, SRC2 inh -20 and NOD2-RIPK2 inh 0.
`CCOC(=O)C1C(=O)NC(N2CCN(c3ccccc3)CC2)=NC1c1ccco1` (stereo not given) gave ABHD5-PLIN5 inh -2, MC4R barr agon -0.5, LRH-1 inv ag -1, LMP1 NFkB inh 8, NR2F2 inh 16, MC4R antagonist -1, NCOA1 inh 10, NCOA3 inh 5, TLR9-MyD88 block -6, SRC2 inh -2 and NOD2-RIPK2 inh -1.
Screening C1=C[C@H]2CC[C@@H]1N(c1ccccc1)O2 returned ABHD5-PLIN5 inh -1, MC4R barr agon -2.5, LRH-1 inv ag -17, LMP1 NFkB inh -7, NR2F2 inh -1, MC4R antagonist 4, NCOA1 inh -7, NCOA3 inh 10, TLR9-MyD88 block 2, SRC2 inh 14 and NOD2-RIPK2 inh -3.
Screening CCN(CC)CCNC(C(=O)Nc1ccc([N+](=O)[O-])cc1Br)c1ccccc1 (stereo not given) returned ABHD5-PLIN5 inh 0, MC4R barr agon -0.8, LRH-1 inv ag 10, LMP1 NFkB inh -5, NR2F2 inh -10, MC4R antagonist 9, NCOA1 inh 4, NCOA3 inh 4, TLR9-MyD88 block -7, SRC2 inh -10 and NOD2-RIPK2 inh -6.
`CCSc1nnc(NC(=O)CSC2=NN3CCCC(=O)N=C3S2)s1` gave ABHD5-PLIN5 inh -3, MC4R barr agon -1.1, LRH-1 inv ag -1, LMP1 NFkB inh 3, NR2F2 inh 5, MC4R antagonist 4, NCOA1 inh -2, NCOA3 inh -8, TLR9-MyD88 block -10, SRC2 inh 3 and NOD2-RIPK2 inh -7.
For COc1ccc(-c2cc(C(=O)Nc3ccc(S(N)(=O)=O)cc3)c3ccccc3n2)cc1OC the results were ABHD5-PLIN5 inh 6, MC4R barr agon 0.4, LRH-1 inv ag 8, LMP1 NFkB inh -1, NR2F2 inh 11, MC4R antagonist -3, NCOA1 inh -24, NCOA3 inh -24, TLR9-MyD88 block 2, SRC2 inh -36 and NOD2-RIPK2 inh 3.
Screening CN1CCN(C(=O)/C=C/c2ccc3c(c2)OCO3)CC1 returned ABHD5-PLIN5 inh 0, MC4R barr agon -0.9, LRH-1 inv ag -22, LMP1 NFkB inh 6, NR2F2 inh 8, MC4R antagonist 5, NCOA1 inh -10, NCOA3 inh -12, TLR9-MyD88 block 5, SRC2 inh 3 and NOD2-RIPK2 inh -9.
Screening COc1cccc(NC(=O)Cc2ccc(C)cc2)c1 returned ABHD5-PLIN5 inh 3, MC4R barr agon 1.7, LRH-1 inv ag -5, LMP1 NFkB inh -4, NR2F2 inh -14, MC4R antagonist -2, NCOA1 inh -23, NCOA3 inh -6, TLR9-MyD88 block -4, SRC2 inh -31 and NOD2-RIPK2 inh 3.
Screening CCOc1ccc(NC(=O)CCS(=O)(=O)c2ccc(C)cc2)cc1 returned ABHD5-PLIN5 inh -6, MC4R barr agon -0.5, LRH-1 inv ag -4, NR2F2 inh 23, MC4R antagonist 1, NCOA1 inh 5, NCOA3 inh 13, TLR9-MyD88 block 2, SRC2 inh -2 and NOD2-RIPK2 inh 4.
For CCN(c1ccc(OC)cc1)S(=O)(=O)c1nnc(NC(=O)c2ccco2)s1 the results were ABHD5-PLIN5 inh -7, MC4R barr agon -1.2, LRH-1 inv ag 2, LMP1 NFkB inh 1, NR2F2 inh 2, MC4R antagonist -2, NCOA1 inh -7, NCOA3 inh -3, TLR9-MyD88 block -61, SRC2 inh 17 and NOD2-RIPK2 inh -1.
Screening CC(C1CC1)N(C(=O)NC1CCS(=O)(=O)C1)c1ccccc1 (stereo not given) returned ABHD5-PLIN5 inh 5, MC4R barr agon -0.8, LRH-1 inv ag 2, LMP1 NFkB inh -11, NR2F2 inh 1, MC4R antagonist 4, NCOA1 inh -16, NCOA3 inh -9, TLR9-MyD88 block 1, SRC2 inh -15 and NOD2-RIPK2 inh -3.

Assay outcomes from PubChem BioAssay.
